# High-throughput results as filed in PubChem.
# FECH block = inhibitors of human ferrochelatase. P22830. AID 1671448. 3.3% of 20,000 active. purified FECH, Ni-mesoporphyrin absorbance 550 nm. calls only at 10 µM (by protocol);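 active = enzyme reaction rate more than 3 SD below the solvent-only control wells on the same plate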;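 also: lower slope than DMSO wells means FECH inhibition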
# Target sequence (P22830 whole entry, looked up): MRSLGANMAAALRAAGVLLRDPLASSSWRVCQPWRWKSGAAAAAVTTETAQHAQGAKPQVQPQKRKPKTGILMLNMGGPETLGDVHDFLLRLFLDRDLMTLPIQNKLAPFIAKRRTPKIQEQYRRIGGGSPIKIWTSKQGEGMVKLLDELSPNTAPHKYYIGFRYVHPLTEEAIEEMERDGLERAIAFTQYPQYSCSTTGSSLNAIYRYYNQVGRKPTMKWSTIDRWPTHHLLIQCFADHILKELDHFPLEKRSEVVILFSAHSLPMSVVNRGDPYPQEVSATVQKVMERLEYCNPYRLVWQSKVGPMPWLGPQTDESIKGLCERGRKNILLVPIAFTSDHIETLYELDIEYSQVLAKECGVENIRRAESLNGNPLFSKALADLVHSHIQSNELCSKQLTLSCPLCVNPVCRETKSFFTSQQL
# Calls only; i = inactive; + = active, no number. Not all compounds are listed, so the mix of outcomes need not match the whole.
item	smiles	FECH block
1	COC[C@H]1CCCN1Cc1ccc(C(=O)Nc2nc(C)n(C)n2)cc1	i
2	CN1CC2(CCN(Cc3cccc(O)c3)CC2)CC1C(=O)O (stereo unspecified)	i
3	Cc1nnc(-c2ccc(-c3cc(NCCO)nc4[nH]ccc34)cc2)o1	i
4	CN(CCC(=O)Nc1cccc(Cl)c1)CC1(CO)CCOCC1	i
5	Cc1ccc(CN2CC(=O)N(Cc3ccccc3)c3ccccc3S2(=O)=O)cc1	i
6	CCCN(CCC)S(=O)(=O)c1ccc2c(c1)NC(=O)CC(=O)N2	i
7	CCOc1ccc(C(=O)NC2CC(=O)N(c3cccc(OC)c3)C2)cc1OCC (stereo unspecified)	i
8	COc1ncccc1-c1cnc(-n2cnnc2)cc1C	i
9	CCc1cc(Sc2ccc(NS(=O)(=O)c3cc(OC)ccc3OC)cc2)n2ncnc2n1	i
10	COc1ccccc1C(=O)Nc1cc(C)nn1-c1ncnc2c1cnn2-c1cccc(C)c1C	i
11	CCc1nc2cccnc2n1C1CCN(S(=O)(=O)Cc2ccccc2)CC1	i
12	CCOCCCNc1nc(Nc2cccc(Cl)c2)c2cnn(-c3ccccc3)c2n1	i
13	CCCn1cnnc1CNC(=O)c1noc2c1CCCC2	i
14	COc1ccc(C(=O)Nc2ccccc2SCc2cc(=O)n3c(ncn3C(C)C)n2)cc1	i
15	CCc1c(C)nn(CC(=O)N[C@@H]2C[C@@H](C(=O)OC)N(C)C2)c1C	i
16	Cc1ccc(C2(O)CCN(Cc3cc(C#CCO)cs3)CC2)nc1	i
17	CCOC(=O)N1CCC2(CC1)NCCc1[nH]cnc12	i
18	COc1ccc(CCC(=O)Nc2cc(N3CCCS3(=O)=O)ccc2C)cc1	i
19	CCCNC(=O)Cn1c(=O)n(CC2CCC(C(=O)NC)CC2)c(=O)c2sccc21 (stereo unspecified)	i
20	CN(Cc1cc(-c2ccccn2)no1)C(=O)C1(c2ccccc2F)CC1	i
21	CN(C)C1CCCN(Cc2noc(-c3ccccc3)n2)CC1 (stereo unspecified)	i
22	c1coc(-c2ncc(-c3nccn3CCSc3cn[nH]n3)cn2)c1	i
23	c1ccc(NCCn2cnc(-c3ccccc3)c2-c2ncc[nH]2)cc1	i
24	O=C1CC(C(=O)Nc2ccc3c(c2)OCO3)N=C(Nc2ccc(F)cc2)N1 (stereo unspecified)	i
25	O[C@H]1Cc2ccccc2[C@H]1Nc1nccc(CCC(F)(F)F)n1	i
26	CC(C)CCNc1nc(Nc2ccc(Cl)cc2)c2cnn(-c3ccccc3)c2n1	i
27	Cc1cc(C(F)(F)F)nc(CNC(=O)c2cn(-c3ccccc3)nn2)n1	i
28	CCc1ccccc1OCC(=O)Nc1ccccc1SCc1cc(=O)n2c(ncn2C(C)C)n1	i
29	NS(=O)(=O)c1ccc(NC(=O)c2nc(SCc3ccc(F)cc3)ncc2Cl)cc1	i
30	COc1ccccc1CNc1nc(Nc2cc(C)cc(C)c2)c2cnn(-c3ccccc3)c2n1	i
31	CC(C)CCNC(=O)c1nc[nH]c1C(=O)N1CCN(Cc2ccccc2)CC1	i
32	Cc1cccc(-c2nnc(-c3nc(NCCc4ccco4)c4ccccc4n3)o2)c1	i
33	O=C(CCc1c[nH]c2ccccc12)NCCn1ncc2ccccc2c1=O	i
34	O=C(c1nc2c(s1)CCCC2)N1[C@H]2CCNC[C@@H]1CC2	i
35	Cc1cccnc1CN1CCN(Cc2ccc(-c3ccn[nH]3)o2)CC1	i
36	CCOc1ccccc1NC(=O)Cn1c(=O)c2cnc(-c3ccccc3)nc2n(C)c1=O	i
37	COc1ccc2c(c1)CC(c1nc(Cc3ccc(F)cc3)no1)CO2 (stereo unspecified)	i
38	Cc1ccc(C(=O)Nc2nc3n(n2)C(c2ccc(Cl)cc2)C=C(c2ccccc2)N3)cc1 (stereo unspecified)	i
39	Cc1ccc(-c2cc(N3CCN(S(=O)(=O)c4ccc(F)c(Cl)c4)CC3)ncn2)cc1	i
40	COc1ccc(Br)cc1CNC(=O)COc1nc(C)nc2oc(C)c(C)c12	i
41	Cc1nc(C2CCNCC2)cc(N2CCC(C(=O)NCc3ccco3)CC2)n1	i
42	O=C(NCCc1ccccc1)C1CCN(c2ncnc3c2nc2n3CCCCC2)CC1	i
43	Cc1ccccc1Nc1nc(NCCN(C)C)nc2c1cnn2-c1ccccc1	i
44	CC(C)(NC(=O)c1cccs1)C(=O)NC[C@H]1CCc2ccccc2O1	i
45	Cc1ccc(S(=O)(=O)NCc2nc3cccnc3n2Cc2ccccc2Cl)cc1	i
46	CCn1ncc(C(=O)NCc2nc3cc(C(C)(C)C)ccc3o2)c1C	i
47	Cc1cccc(Cn2c(=O)c3cnc(-c4ccncc4)nc3n(C)c2=O)c1	i
48	Cc1cccc(C)c1OC1CN(C(=O)c2cn(CC3CCCNC3)nn2)C1 (stereo unspecified)	i
49	Cc1cc(C)c(C(=O)N2CCC3(C=Cc4ccccc43)CC2)c(=O)[nH]1	i
50	Cc1ccccc1Nc1cc(C(C)C)nc2nc(-c3cccnc3)nn12	i
51	CN1CC2(CCN(C(=O)c3ccc4c(c3)OCCO4)CC2)CC1C(=O)O (stereo unspecified)	i
52	CCn1nc(C(C)C)cc1C(=O)NCc1ccc2nonc2c1	i
53	Cc1cccc(NC(=O)N2CCC(n3cnc4cccnc43)CC2)c1	i
54	CCNC(=O)[C@@H]1C[C@@H](N)CN1C(=O)c1ccc(Cn2ccc3ccccc32)o1	i
55	CN1CC(=O)N(CC(=O)NCc2cccs2)c2ccccc2C1=O	i
56	Cc1cccc(SCc2cc(=O)n3oc(C)cc3n2)c1	i
57	c1ccc(-n2cc(-c3nc4c(cnn4Cc4cccs4)[nH]3)cn2)cc1	i
58	Cc1cc(Cl)ccc1S(=O)(=O)NCCCn1c(C(F)(F)F)nc2cccnc21	i
59	COc1ccc(-c2ncc3c(=O)n(Cc4cccc(C)c4)c(=O)n(C)c3n2)cc1	i
60	Cc1nc(N)nc(C)c1CC(=O)N1CCCC(O)(CN(C)C)C1 (stereo unspecified)	i

# Molecules listed so far that have a Cl atom, in the order listed:
item	smiles	FECH block
4	CN(CCC(=O)Nc1cccc(Cl)c1)CC1(CO)CCOCC1	i
12	CCOCCCNc1nc(Nc2cccc(Cl)c2)c2cnn(-c3ccccc3)c2n1	i
26	CC(C)CCNc1nc(Nc2ccc(Cl)cc2)c2cnn(-c3ccccc3)c2n1	i
29	NS(=O)(=O)c1ccc(NC(=O)c2nc(SCc3ccc(F)cc3)ncc2Cl)cc1	i
38	Cc1ccc(C(=O)Nc2nc3n(n2)C(c2ccc(Cl)cc2)C=C(c2ccccc2)N3)cc1 (stereo unspecified)	i
39	Cc1ccc(-c2cc(N3CCN(S(=O)(=O)c4ccc(F)c(Cl)c4)CC3)ncn2)cc1	i
45	Cc1ccc(S(=O)(=O)NCc2nc3cccnc3n2Cc2ccccc2Cl)cc1	i
58	Cc1cc(Cl)ccc1S(=O)(=O)NCCCn1c(C(F)(F)F)nc2cccnc21	i

# (list continues)
item	smiles	FECH block
61	O=C1CN(Cc2cccc(Br)c2)S(=O)(=O)c2ccccc2N1Cc1ccccc1F	i
62	Cc1ccccc1-c1cc(O)c2c(c1)CN(Cc1cn(C)nc1C)CCO2	i
63	CCn1cncc1CNC(=O)c1cc2n(n1)CCCN(C)C2	i
64	COCCCNC(=O)C(=O)NCc1n[nH]c(=O)c2ccccc12	i
65	CCCCNC(=O)c1nc(N2CCCC2)c2oc3ccccc3c2n1	i
66	COCCN(Cc1cccs1)C(=O)c1ccc2nc[nH]c2c1	i
67	CC(CCc1ccccc1)NC(=O)Cn1c(=O)c2cnc(-c3ccccc3)nc2n(C)c1=O (stereo unspecified)	i
68	Cc1ccc(Cn2c(CCNC(=O)Nc3ccccc3)nc3cccnc32)cc1	i
69	CNC(=O)C1CCC(Cn2c(=O)c3sccc3n(CC(=O)NCc3ccc(OC)cc3)c2=O)CC1 (stereo unspecified)	i
70	CC(NC(=O)CCc1c[nH]c2ccccc12)c1cn2ncsc2n1 (stereo unspecified)	i
71	Cn1cc(CN(C(=O)c2csc3nc(-c4ccc(F)cc4)cn23)C2CC2)cn1	i
72	Cc1cccc(N2CCN(CC(=O)N3CCCC(N(C)C)CC3)CC2)c1 (stereo unspecified)	i
73	C=CCNc1ccccc1C(=O)N(C)Cc1csc(C(C)C)n1	i
74	O=C(NCc1ccccn1)C1CN(c2cnc3ccccc3n2)CCN1 (stereo unspecified)	i
75	CCOC(=O)CCc1c(C)nc2nc(CNc3ccccc3F)[nH]n2c1=O	+
76	Oc1cc(-c2ccc(Cl)cn2)cc2c1OCCNC2	i
77	Cc1cccn2c(CNC(=O)c3cc(C4CC4)[nH]n3)cnc12	i
78	Cc1ccc(C2=CC(c3ccccc3Cl)n3nc(NC(=O)c4ccc(F)cc4)nc3N2)cc1 (stereo unspecified)	i
79	CCOc1c(Nc2ccc(C)cc2Br)c(=O)c1=O	i
80	COc1ccc(CNc2nc3nc(CNc4cccc(Cl)c4)cc(=O)n3[nH]2)cc1	i
81	O=C(O)C1(CCc2ccccc2)CCCN(c2nccc3occc23)C1 (stereo unspecified)	i
82	CCn1c(CNS(=O)(=O)c2cc(C)cc(C)c2)nc2cccnc21	i
83	CCOC(=O)C1CCC(CNC(=O)Nc2ccc(Sc3c(CC)c(C)nc4ncnn34)cc2)CC1 (stereo unspecified)	i
84	CC(=O)Nc1ccc(Nc2nc(C)cc(N3CCCCC3)n2)cc1	i
85	CCn1c(CC2CCN(C/C(C)=C/c3ccco3)CC2)n[nH]c1=O	i
86	OCc1nc2ccc(/C=C/c3ccccc3)cc2[nH]1	i
87	CC(=O)c1ccc(NC(=O)N2[C@H]3CCNC[C@@H]2CC3)cc1	i
88	Cc1ccc(N2CC(NC(=O)c3ccccc3C(F)(F)F)CC2=O)cc1C (stereo unspecified)	i
89	CN(C)S(=O)(=O)CCCN1CCCC(CCc2c(F)cccc2F)C1 (stereo unspecified)	i
90	COc1ccc(S(=O)(=O)N2CCC(n3c(C)nc4cccnc43)CC2)cc1	i
91	COCCNC(=O)c1cnc(C)nc1C	i
92	O=C(c1cnc(-c2cccnc2)nc1)N(Cc1ccco1)Cc1cccs1	i
93	CCc1ccc(C2=C(C)C(=O)N(CC(=O)NC3CCCCC3)S2(=O)=O)cc1	i
94	CCC1CN(C(=O)c2cccnc2SC)CCC(=O)N1Cc1ccccc1 (stereo unspecified)	i
95	CC(C)n1cnc2nc(CSc3ccccc3NC(=O)c3cccc(F)c3)cc(=O)n21	+
96	Cc1cc(Sc2ccc(N)cc2)n2nc(C)nc2n1	i
97	O=C(NCCc1csc(-c2cccnc2)n1)C1CNCCO1 (stereo unspecified)	i
98	Cc1ccc(NS(=O)(=O)c2cc(N3C(=O)CCS3(=O)=O)ccc2C)cc1Br	i
99	CNS(=O)(=O)c1ccc(-c2nccn2CCc2ccco2)cc1	i
100	CCCc1cnc(C)nc1N1CCN(Cc2nc3ccccc3[nH]2)CC1	i
101	Cc1ccc(N2CCC(n3nccc3NC(=O)c3ccccc3C)CC2)nn1	i
102	CN1Cc2ccccc2CC1C(=O)NCc1cc2ccc(F)cc2[nH]c1=O (stereo unspecified)	i
103	CCNc1nc(Nc2cc(C)cc(C)c2)c2cnn(-c3ccccc3)c2n1	i
104	c1csc(-c2nccn2Cc2ccccc2-n2cccn2)c1	i
105	COc1ccccc1NC(=O)Nc1nc(CC(=O)Nc2cccc(C)c2C)cs1	i
106	Cc1nc(CN2CCN(c3nccc(C4CCCC4)n3)CC2)no1	i
107	c1ccc(Cc2n[nH]c(CSc3ccccc3)n2)cc1	i
108	CCc1cnc(C)nc1N1Cc2cnc(-c3ccccc3)nc2C1	i
109	Cc1cc2c(c(-c3ccc(S(N)(=O)=O)cc3F)c1)OC(CN)C2 (stereo unspecified)	i
110	Cc1nc(C2CCCNC2)cc(N2CCC3(CC2)Nc2ccccc2NC3=O)n1 (stereo unspecified)	i
111	C=CCOc1ccc(CN2CCC3(CC2)C(=O)NCCN3C)cc1CC=C	i
112	O=C(O)CC1CNCCN(C(=O)c2cc3c(s2)CCCCC3)C1 (stereo unspecified)	i
113	CN1CCN(C(=O)CN2c3ccc(Br)cc3-c3ccccc3S2(=O)=O)CC1	+
114	Cc1ccc(CN2CC(C(=O)N(C)Cc3noc(C)n3)CC2=O)cc1 (stereo unspecified)	i
115	Cc1c(C(=O)N2CCOC3(CNCCOC3)C2)n(C)c2c(C)cccc12 (stereo unspecified)	i
116	O=S(=O)(NCc1nc2cccnc2n1Cc1ccccc1Cl)c1ccccc1	i
117	COc1cccc(CN(C(=O)c2cc(=O)[nH]c3ccccc23)C2CC2)c1	i
118	CC(C)c1nc(CN(C)C(=O)CN2CCCN(C)CC2)cs1	i
119	COC(=O)c1ccc(-c2nccn2C(Cc2ccco2)C(=O)O)cc1 (stereo unspecified)	i
120	Cc1cc(F)ccc1NC(=O)CN[C@@H]1C[C@H]2CC[C@@H]1C2	i

# Next section.
item	smiles	FECH block
121	COc1ccc(S(=O)(=O)NCc2nc3cccnc3n2C)cc1OC	i
122	COc1cc(NC(=O)NCCc2nc3cccnc3n2C2CCCCC2)cc(OC)c1OC	i
123	CCc1cc(CN2CCc3onc(-c4cccc5ccccc45)c3C2)[nH]n1	i
124	CCc1ccc(S(=O)(=O)N2CCN(c3nc(C)cc(N(C)C)n3)CC2)cc1	i
125	CC1CCCN(C(=O)CN2CCCN(Cc3cccc(Cl)c3)S2(=O)=O)C1 (stereo unspecified)	i
126	CN(CC1CC(=O)N(C2CCCC2)C1)C(=O)C(C)(C)n1cccc1 (stereo unspecified)	i
127	COc1ccc(CN2CCCN(CC(=O)Nc3cccc(C)c3)S2(=O)=O)cc1	i
128	CC(C)(C)c1ccc(S(=O)(=O)NCCn2c(C(F)(F)F)nc3cccnc32)cc1	i
129	Cc1cccc(NC(=O)c2ccc(=O)n(Cc3ccc(F)cc3)c2)c1	i
130	Cc1ccc(Cn2c(CCNC(=O)Nc3cc(C)ccc3C)nc3cccnc32)cc1	i
131	O=C(NC(CCn1ccnc1)c1ccccc1)c1cc2n(n1)CCNC2 (stereo unspecified)	i
132	CNC(=O)[C@@H]1C[C@@H](N)CN1C(=O)c1c(-c2ccccc2)ccnc1C	i
133	CCSC[C@H](N)C(=O)N[C@H]1C[C@H]2C(=O)N(C)CC(=O)N2C1	i
134	CN1CCOc2cc(C(=O)N3CCN(C)C(C(=O)O)C3)ccc21 (stereo unspecified)	i
135	COCCn1c(CNS(=O)(=O)c2ccc(C(C)(C)C)cc2)nc2cccnc21	i
